# Compound activity as filed in PubChem.
# S100A4 inh HTS: blocks human S100A4 binding to myosin IIA peptide. P26447. S100A4/TAMRA-MyoIIA peptide fluorescence polarization. inhibition, % at 10.7 µM. 360,000 tested, 0.14% active. AID 652163;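 active means mean inhibition of at least 70% across replicates, with every replicate also reaching that level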
# Target sequence (P26447 whole entry, looked up): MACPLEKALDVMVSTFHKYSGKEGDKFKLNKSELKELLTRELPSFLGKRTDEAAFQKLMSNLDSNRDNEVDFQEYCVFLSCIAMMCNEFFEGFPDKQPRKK
#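 Material: S100A4 monomer protein / Buffer or medium: 50 mM HEPES pH 7.2, 10 mM CaCl2, 100 mM KCl / Times: 5 min incubation before reading / Benchmarks: neutral control DMSO, positive control TFP / Reagent: labelled myosin peptide probe, 5 nM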
# SIRT5 block: inhibitors of human sirtuin-5 desuccinylase | Q9NXA8 | Purified SirT5, succinyl-peptide AMC, trypsin-coupled fluorescence | inhibition, % at 15 µM | 330,000 tested, 1.1% active | AID 652115; in the data active means inhibition above about 15%
# Target sequence (Q9NXA8 whole entry, looked up): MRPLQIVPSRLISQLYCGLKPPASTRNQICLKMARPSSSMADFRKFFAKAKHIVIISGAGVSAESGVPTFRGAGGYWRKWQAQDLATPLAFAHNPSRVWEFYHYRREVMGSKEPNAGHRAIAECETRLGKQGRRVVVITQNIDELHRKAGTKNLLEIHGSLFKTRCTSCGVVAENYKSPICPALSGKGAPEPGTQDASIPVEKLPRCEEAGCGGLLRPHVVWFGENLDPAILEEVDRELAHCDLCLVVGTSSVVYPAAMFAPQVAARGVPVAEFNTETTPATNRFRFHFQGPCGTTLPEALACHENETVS
# Cneo AK release: Cryptococcus neoformans lysis via adenylate kinase release; C. neoformans lysis, adenylate kinase release luminescence, 4 h; normalised: neutral wells 0, clomiphene wells 100; lysis activity, % at 15 µM; 360,000 tested, 0.2% active;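 active means mean lysis activity across replicates of at least 80%, whatever share of replicates individually reach that level; inactive means mean lysis activity below 80%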
#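 Assay system: C. neoformans cells. Amount: yeast cell density of 5 × 10^6 cells/mL. Technique: AK luminescence. Buffer or medium: YPD. Times: static 4 h at 37 °C with compound, 1 h detection. Dosing: single-point compound dose. Read-out: lysis from increased AK signal.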
# ERAP1 inh: ERAP1 (human) enzyme inhibition; Q9NZ08; recombinant ERAP1, Leu-AMC fluorescence, 60 min; inhibition, % at 10.7 µM; 340,000 tested, 0.15% active;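 active means mean replicate inhibition of at least 30%, or all replicates individually reaching that 30% level; inactive means mean below 30% and not every replicate reaching it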;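 further: 0% = neutral control wells and 100% = L-leucinethiol positive control wells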
# PGC1a acetyl inh: lowers PGC1a acetylation signal in U2OS cells; inhibition, % at 15.6 µM; AlphaScreen anti-acetyl-lysine; with virally co-expressed GCN5 acetyltransferase; 350,000 tested, 0.17% active; AID 651687;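 active means every replicate shows inhibition of at least 40%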;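 further: 0% = neutral control wells and 100% = positive control wells; some results beyond the cut were filed as inactive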
# C2C12 statin: suppressors of simvastatin-induced myotoxicity in C2C12 myotubes; 330,000 tested, 0.78% active; rescue of ATP level, % at 7.49 µM; ATP luminescence, 48 h; scaled: DMSO 0, geranylgeraniol control 100; AID 602340;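 active means mean ATP rescue above about 67%, or every replicate alone reaching that limit, limit read from the data, passing the limit was not always enough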;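 further: myotubes were challenged with 10 µM simvastatin during compound exposure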
# LGR2 inh: blocks bursicon-induced cAMP signaling via Drosophila LGR2; HEK293 LGR2, CRE-luciferase, bursicon-stimulated, 4 h; inhibition, % at 9.99 µM; 380,000 tested, 0.35% active; AID 720647;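 active means drop in luminescence signal, shown as inhibition above about 50% in the replicate tests, limit read from the data, passing the limit was not always enough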;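 further: agonist challenge used bursicon conditioned medium at about half maximal strength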
# Xi reactivation: activators of X-chromosome reactivation in mouse fibroblasts; XiGFP mouse fibroblasts, % GFP-positive cells imaging, 3 d; cells co-treated with 5-aza-dC sensitizer; scaled so ellipticine positive control = 100%; activation, % at 7.58 µM; 360,000 tested, 0.055% active;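 active means mean normalized replicate activation at least 10% and every replicate at or above 10%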;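 further: 0% = median of on-plate neutral control wells and 100% = ellipticine 6 µM median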
#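 assay system = SV40-immortalized XiGFP fibroblast cells, line 68-5-11 | buffer or medium = DMEM plus 5-aza-dC sensitizer | doses = single-point pinned compound dosing | times = 3-day compound exposure, then 15 min fixation at room temperature | benchmarks = positive control ellipticine, 6 µM final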
# An asterisk follows results filed as active; . = not tested or not shown; & = joins results of further samples. Only part of the results is shown, so the mix of outcomes need not match the whole.
SMILES,S100A4 inh HTS,SIRT5 block,Cneo AK release,ERAP1 inh,PGC1a acetyl inh,C2C12 statin,LGR2 inh,Xi reactivation
CN(C)C(=O)C[C@H]1CC[C@@H]2[C@H](COc3ccc(NC(=O)C4CCCCC4)cc3C(=O)N2C)O1,-5,3,0,2,2,-6,14,0.0
Cc1nc(N2CCOCC2)c2c3c(sc2n1)CCC3,2,3,0,3,.,-7,-13,0.0
Cc1cc(C(=O)NNC(=O)c2ccccc2F)c2ccccc2n1,3,-1,3,1,0,-1,-15,-0.1
CCN(CC)C(=O)Cn1cc([N+](=O)[O-])cc1[N+](=O)[O-],-4,1,-4,3,-4,4,1,-0.1
COc1cccc(CN(C)C[C@@H]2OCc3ccccc3-c3c(n(C)c4ccccc34)C(=O)N([C@@H](C)CO)C[C@H]2C)c1,29&0,-4&14,2,-1&3,-24&-9,-6,-8,-0.1&-0.3
CC1(c2nnnn2C2CCCCC2)CCC(=O)N1Cc1ccc2c(c1)OCO2 (configuration not stated),47,0,.,-1,.,.,2,-0.1
COc1cc(-c2nnc(SCC(=O)c3ccccc3)o2)cc(OC)c1OC,5,-9,0,2,2,-2,4,.
CCN(CC)S(=O)(=O)c1ccc(N2CCN(C)CC2)c(NC(=O)COc2ccc(F)cc2Cl)c1,1,-4,-1,1,1,13,-1,-0.2
O=S(=O)(c1ccccc1)c1nc(-c2ccccc2)oc1NCCCN1CCOCC1,4,0,-2,4,.,-3,-5,1.4
CC(C)NC(=O)CCCC(=O)NC(C)C,3,-2,-2,18,-1,17,9,0.0
CC(C)CCC[C@@H](C)[C@H]1CC[C@H]2[C@@H]3C(=O)C=C4C[C@@H](O)CC[C@]4(C)[C@H]3CC[C@]12C,0,-2,3,-4,7,0,.,0.3
O=c1nc(/C=C/c2cccn2-c2ccc([N+](=O)[O-])cc2)cc(C(F)(F)F)[nH]1,5,1,.,0,.,.,-11,0.0
CC[C@@H](NCCCn1cnc2c(SC)ncnc21)c1ccccc1,-3,-5,-1,12,.,-4,24,0.4
O=C(/C=C/c1ccccc1Cl)Nc1ccncc1,.,.,-4,.,-4,-30,-44,.
O=C(N/N=C\c1ccccn1)C1c2ccccc2Oc2ccccc21,-4,-2,.,4,-3,.,8,0.1
Cc1ccccc1S(=O)(=O)N1CCCCN2[C@H](CO)[C@@H](c3ccc(-c4cncnc4)cc3)[C@@H]2C1,-16,0,-2,-2,-2,.,2,0.1
CCC(=O)N1C[C@@H](C)[C@@H](OC)CN(C)C(=O)c2ccc(NC(=O)c3ccccc3)cc2OC[C@@H]1C,-7,2,-1,-1,4,-1,-3,0.0
O=C1NCN(CCO)CN1,-2,-4,1,-2,.,2,-1,0.2
C[C@@H]1CN([C@@H](C)CO)C(=O)Cc2cc(NC(=O)Nc3ccc4c(c3)OCO4)ccc2O[C@H]1CN(C)Cc1ccc(Cl)c(Cl)c1,12,3,0,0,2,-12,2,0.0
CC(=O)NC(CC(=O)OCC(=O)Nc1ccc2c(c1)OCO2)c1ccccc1 (configuration not stated),-2,-1,0,-1,.,6,-5,0.1
COc1ccc2c3c([nH]c2c1)[C@@H](CO)N(C(C)=O)CC31CCN(C(=O)Nc2ccc(F)cc2)CC1,-2,.,.,2,9,.,7,0.4
CC(=O)[C@@H]1[C@@H](C)N(Cc2ccccc2)C(=O)N[C@H]1c1cccc(C(F)(F)F)c1,-9,3,0,2,-3,6,8,0.1
C[C@@H]1CN([C@@H](C)CO)C(=O)Cc2cc(NC(=O)Nc3ccc4c(c3)OCO4)ccc2O[C@H]1CN(C)S(=O)(=O)c1ccccc1,18,12,.,2,4,6,-13,-0.6
CC1CN(C(=O)COC(=O)c2ccc(Cl)nc2)CC(C)O1 (configuration not stated),2,-2,.,7,.,.,-24,-0.1
Cc1cc(C)c2nc3nc(C)c(C)cc3c(N)c2c1,0,0,.,20,-8,.,-8,0.1
CCCCN1C(N)=NC[C@@H]1Cc1ccccc1,-19,.,0,.,-2,-11,8,-0.3
COc1ccccc1Cc1c(-c2ccc(C)cc2)nc2c(C)cc(Br)cn12,-5,1,0,0,3,0,-20,-0.2
CCCCOc1ccc(-c2nnn(CCC(=O)N3CCOCC3)n2)cc1,5,3,-6,-4,18,-7,-16,.
CCCC#Cc1cnc2c(c1)C(=O)N([C@@H](C)CO)C[C@@H](C)[C@H](CN(C)C(=O)c1cccc(F)c1)O2,0,-4,0,-2,-3,27,15,0.4
CCC(CC)c1nnc(NC(=O)CCS(=O)(=O)Cc2ccccc2)s1,-1,-7,0,-3,.,6,-5,0.3
COc1ccccc1-c1cnc2c(c1)C(=O)N([C@H](C)CO)C[C@H](C)[C@H](CN(C)Cc1ccc(C(=O)O)cc1)O2,2,1,4,-10,-3,-16,-6,-1.0
CCOC(=O)Cn1c(=NC(=O)CSC(C)=O)sc2ccccc21,3,-1,2,3,-5,0,32,0.1
Cc1noc(C)c1NC(=O)N(C)C[C@@H]1Oc2ccc(NS(C)(=O)=O)cc2CC(=O)N([C@@H](C)CO)C[C@H]1C,.,.,2,.,-3,-18,8,0.2
C[C@@H]1CN([C@H](C)CO)C(=O)c2cccc(NS(C)(=O)=O)c2O[C@@H]1CN(C)C(=O)Nc1ccc2c(c1)OCO2,15,0,-1,-2,0,.,6,0.7
COc1ccc(NC(=O)CN(C)C(=O)CN2C(=O)c3ccc([N+](=O)[O-])cc3C2=O)cc1,-3,5,-5,0,.,-4,4,0.4
CO[C@H]1CN(C)C(=O)c2ccc(NC(=O)CC(F)(F)F)cc2OC[C@H](C)N(C(C)=O)C[C@@H]1C,-16,4,.,-1,3,.,-14,0.0
CCC1=NN2C(=N)/C(=C/c3ccc(OS(=O)(=O)c4ccc(C)cc4)c(OC)c3)C(=O)N=C2S1,1,1,-1,2,.,-1,-4,0.2
COc1cc(NC(=O)CSCc2ccc(Cl)cc2Cl)c(C(=O)O)cc1OC,3,4,-2,2,11,1,-6,0.2
CC(O)CNCCCOc1cccc(C(F)(F)F)c1 (configuration not stated),-4,-1,.,0,.,.,-18,0.0
Cc1ccc(NC(=O)c2ccc(S(=O)(=O)N3CC(C)CC(C)C3)cc2)cc1S(=O)(=O)N1CCOCC1 (configuration not stated),-7,-2,1,0,.,10,14,0.0
Cc1ccc(OCc2cc(C(=O)N3CC4C[C@@H]5CC3C[C@H](C4)C5)no2)cc1C,-2,0,-1,1,-2,9,1,0.1
COc1ccc(OC)c(NC(=O)COc2ccc(S(=O)(=O)NC(C)C)cc2)c1,4,.,1,0,-2,9,7,.
C[C@H](CO)N1C[C@H](C)[C@H](CN(C)S(=O)(=O)c2cn(C)cn2)OCCCC[C@H](C)Oc2ccc(NC(=O)CCC(F)(F)F)cc2C1=O,-6,-2,0,-1,.,16,-7,-0.1
C[C@@H]1CC2=C(C(=O)OC(C)(C)O2)[C@@H](C2CC2)O1,17,3,.,-3,.,.,8,0.4
O=C(NCC[C@H]1CC[C@@H](NC(=O)C2CCCC2)[C@@H](CO)O1)c1cnccn1,17,0,1,0,-1,3,-1,0.0
CSc1ccc(S(=O)(=O)NCc2ccccc2C)cc1,-1,-2,.,-1,-16,.,.,0.0
C/C=C/c1ccc([C@@H]2[C@@H](CO)N(C(=O)C3CCC3)C23CN(C(=O)NC(C)C)C3)cc1,13,1,.,2,.,.,17,0.1
Cc1ccc(C)c(NC(=O)CNC(=O)N2CC(=O)Nc3ccccc32)c1,-1,-3,1,-2,-5,-6,3,0.0
O=C(C[C@@H]1CC[C@@H](NC(=O)NC2CCCCC2)[C@H](CO)O1)NCc1ccccc1,-12,3,1,2,9,0,8,-0.1
C[C@H]1CN([C@@H](C)CO)S(=O)(=O)c2ccc(-c3cncnc3)cc2O[C@H]1CN(C)C(=O)Cc1ccccc1,8,-1,-2,-4,3,-17,-11,-1.3
CCN1CCN(c2nc3c(c(=O)[nH]c(=O)n3C)n2Cc2ccccc2F)CC1,3,2,1,-4,19,5,0,0.0
CN(C)C(=O)C[C@H]1CC[C@@H](NS(=O)(=O)c2ccccc2)[C@@H](CO)O1,-94,1,18,1,-3,-13,-8,0.3
CCCCNC(=S)N(C)/N=C/c1ccc(OCC(=O)Nc2c(C)cc(C)cc2C)c(OC)c1,-3,1,.,6,.,.,11,0.4

# Compounds above that contain a halogen (15):
SMILES,S100A4 inh HTS,SIRT5 block,Cneo AK release,ERAP1 inh,PGC1a acetyl inh,C2C12 statin,LGR2 inh,Xi reactivation
Cc1cc(C(=O)NNC(=O)c2ccccc2F)c2ccccc2n1,3,-1,3,1,0,-1,-15,-0.1
CCN(CC)S(=O)(=O)c1ccc(N2CCN(C)CC2)c(NC(=O)COc2ccc(F)cc2Cl)c1,1,-4,-1,1,1,13,-1,-0.2
O=c1nc(/C=C/c2cccn2-c2ccc([N+](=O)[O-])cc2)cc(C(F)(F)F)[nH]1,5,1,.,0,.,.,-11,0.0
O=C(/C=C/c1ccccc1Cl)Nc1ccncc1,.,.,-4,.,-4,-30,-44,.
C[C@@H]1CN([C@@H](C)CO)C(=O)Cc2cc(NC(=O)Nc3ccc4c(c3)OCO4)ccc2O[C@H]1CN(C)Cc1ccc(Cl)c(Cl)c1,12,3,0,0,2,-12,2,0.0
COc1ccc2c3c([nH]c2c1)[C@@H](CO)N(C(C)=O)CC31CCN(C(=O)Nc2ccc(F)cc2)CC1,-2,.,.,2,9,.,7,0.4
CC(=O)[C@@H]1[C@@H](C)N(Cc2ccccc2)C(=O)N[C@H]1c1cccc(C(F)(F)F)c1,-9,3,0,2,-3,6,8,0.1
CC1CN(C(=O)COC(=O)c2ccc(Cl)nc2)CC(C)O1 (configuration not stated),2,-2,.,7,.,.,-24,-0.1
COc1ccccc1Cc1c(-c2ccc(C)cc2)nc2c(C)cc(Br)cn12,-5,1,0,0,3,0,-20,-0.2
CCCC#Cc1cnc2c(c1)C(=O)N([C@@H](C)CO)C[C@@H](C)[C@H](CN(C)C(=O)c1cccc(F)c1)O2,0,-4,0,-2,-3,27,15,0.4
CO[C@H]1CN(C)C(=O)c2ccc(NC(=O)CC(F)(F)F)cc2OC[C@H](C)N(C(C)=O)C[C@@H]1C,-16,4,.,-1,3,.,-14,0.0
COc1cc(NC(=O)CSCc2ccc(Cl)cc2Cl)c(C(=O)O)cc1OC,3,4,-2,2,11,1,-6,0.2
CC(O)CNCCCOc1cccc(C(F)(F)F)c1 (configuration not stated),-4,-1,.,0,.,.,-18,0.0
C[C@H](CO)N1C[C@H](C)[C@H](CN(C)S(=O)(=O)c2cn(C)cn2)OCCCC[C@H](C)Oc2ccc(NC(=O)CCC(F)(F)F)cc2C1=O,-6,-2,0,-1,.,16,-7,-0.1
CCN1CCN(c2nc3c(c(=O)[nH]c(=O)n3C)n2Cc2ccccc2F)CC1,3,2,1,-4,19,5,0,0.0
